Screening data from PubChem.
IDE inh: inhibitors of human insulin-degrading enzyme in cells; inhibition, % at 5.59 µM; HEK cells, FAbetaB cleavage, fluorescence polarization; P14735; 320,000 compounds, 0.41% hits;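 active = percent inhibition above the average of all tested compounds plus 3 SD, set per screening campaign, cut at about 16% in these data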;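 note: IDE supplied by intact live HEK cells; FP after avidin binding of uncleaved biotin substrate so inhibition keeps polarization high; 0% = DMSO wells and 100% = 60 µM reference IDE inhibitor Ii1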
MEKK2 WT-MEK5: raises or lowers MEK5 binding to wildtype human MEKK2 PB1 domain | binding response (% of control), % at 10 µM | 290,000 compounds, 1.1% hits | bead flow cytometry, Alexa488-MEK5 binding to MEKK2 WT; actives lie on both sides; in the data active = binding response below about 67% or above about 130%
SUMO HTRF inh: inhibitors of human SUMOylation (UBC9); 290,000 compounds, 0.36% hits; P63279; HTRF SUMOylation assay, SAE1/SAE2 + UBC9, in vitro; inhibition, % at 35 µM; in the data active = inhibition above about 50%, passing the limit was not always enough; note: strong numbers were not always called active
Target sequence (P63279 whole entry, looked up): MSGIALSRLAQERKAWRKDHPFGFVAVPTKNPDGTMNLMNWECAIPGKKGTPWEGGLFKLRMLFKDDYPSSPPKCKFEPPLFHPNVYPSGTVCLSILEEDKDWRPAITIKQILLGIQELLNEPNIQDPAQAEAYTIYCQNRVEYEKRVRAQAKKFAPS
NALP1 yeast inh: inhibitors of NALP1 inflammasome in yeast | AID 2071 | S. cerevisiae NALP1/ASC/caspase-1 growth, X-gal OD620, 72 h | inhibition, % at 10 µM | 280,000 compounds, 0.61% hits; in the data active = inhibition mostly above about 24%, no sharp cut-off; inactive = mostly below about 32%; note: some compounds called inactive have numbers as strong as hits
pCIP destab: lowers stability of the mouse p/CIP coactivator protein | F442A p/CIP-EGFP cells, EGFP fluorescence, 16 h | decrease of EGFP signal, % at 10 µM | 290,000 compounds, 0.01% hits | AID 1984;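 active = EGFP signal decrease of at least 30% at 10 µM or well 3 SD below plate mean, unless failing retest; inactive = the rest, including hits failing retest or dose response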; note: some compounds called inactive have numbers as strong as hits; many of its hits are not listed in these tables
M18AAP inhibitor: PfM18AAP enzyme inhibition; recombinant PfM18AAP, H-Glu-NHMec fluorogenic cleavage; inhibition, % at 7.35 µM; 290,000 compounds, 1.2% hits; AID 1822;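 active = inhibition above the campaign mean inhibition over all tested compounds plus 3 SD, cut at about 28% in these data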;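 note: 0% = plate median of test compound wells and 100% = 2 mM ZnCl2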
IDE act: activators of human insulin-degrading enzyme in cells. HEK cells, FAbeta-B cleavage, fluorescence polarization; 0% vehicle, 100% cell-free pure enzyme wells. activation, % at 5.96 µM. 340,000 compounds, 0.073% hits;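 active = activation above the mean of all tested compounds plus 3 SD, set per screening campaign, cut at about 17% in these data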
MEKK3 PB1 HTS: raises or lowers MEK5 binding to the human MEKK3 PB1 domain | bead-based flow cytometry, Alexa488-MEK5 binding to MEKK3; actives lie on both sides; 0 = blocked by unlabeled MEK5, 100 = vehicle | binding response (% of control), % at 10 µM | 290,000 compounds, 1.4% hits | AID 1529;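 active = binding response more than 3 SD above or below the average of its plate-row segment, actives on both sides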;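 note: Alexa488 bead fluorescence after subtracting the streptavidin-only scavenger bead signal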
Target sequence (Q99759 whole entry, looked up, the tested form may be a part): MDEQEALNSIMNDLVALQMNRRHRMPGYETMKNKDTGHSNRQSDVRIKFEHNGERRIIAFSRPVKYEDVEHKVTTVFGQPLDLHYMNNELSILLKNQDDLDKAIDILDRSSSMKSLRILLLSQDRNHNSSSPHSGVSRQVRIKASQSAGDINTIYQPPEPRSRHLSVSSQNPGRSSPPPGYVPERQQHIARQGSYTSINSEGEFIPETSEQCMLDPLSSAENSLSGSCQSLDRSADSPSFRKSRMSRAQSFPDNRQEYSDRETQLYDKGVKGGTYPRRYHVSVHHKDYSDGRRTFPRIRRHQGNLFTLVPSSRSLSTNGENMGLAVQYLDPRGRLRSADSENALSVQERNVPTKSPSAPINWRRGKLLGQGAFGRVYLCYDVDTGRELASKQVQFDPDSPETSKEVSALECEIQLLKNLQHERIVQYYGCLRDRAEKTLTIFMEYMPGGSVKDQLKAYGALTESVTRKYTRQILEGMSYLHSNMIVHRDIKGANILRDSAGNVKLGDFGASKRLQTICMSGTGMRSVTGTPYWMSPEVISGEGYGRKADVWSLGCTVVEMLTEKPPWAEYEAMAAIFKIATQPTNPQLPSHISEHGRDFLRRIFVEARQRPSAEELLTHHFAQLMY
MEKK2mut PB1 HTS: signal of MEK5 binding to mutant human MEKK2 PB1 domain | bead flow cytometry, Alexa488-MEK5 binding to MEKK2 mutant | percent response, % at 10 µM | 290,000 compounds, 0.35% hits | AID 1530; in the data active = percent response above about 24%, passing the limit was not always enough; note: inactives centre near 1; some results filed as inactive read as strong as hits; reference of the scale not given here
* marks the source's active call; other numbers are inactive results; / = not tested or not shown. A portion of the library; rates above refer to the full screens.

SMILES	IDE inh	MEKK2 WT-MEK5	SUMO HTRF inh	NALP1 yeast inh	pCIP destab	M18AAP inhibitor	IDE act	MEKK3 PB1 HTS	MEKK2mut PB1 HTS
Cc1cc(/C=N/NC(=O)c2cccc(F)c2)c(C)n1-c1ccccc1	0	102	-1	-4	-6	0	-2	105	-1
Cc1cccc(N(C(=O)c2snc(C(N)=O)c2N)C(C(=O)NCC2CCCO2)c2ccc3ncccc3c2)c1 (stereo not given)	5	87	-1	18	-13	0	-5	93	-11
CCN1C(=O)[C@H]2[C@@H](c3ccc(Cl)cc3)N3C(=O)CN(CC4CC4)C(=O)[C@@]3(Cc3ccccc3)[C@H]2C1=O	1	105	9	6	-23	1	3	100	8
COc1ccc(-n2c(=O)[nH]cc(C(=O)Nc3ccc4c(c3)OCCO4)c2=O)cc1	2	95	24	12	-20	-1	3	95	-1
FC(F)(F)c1nnc(-c2ccccc2)nc1Sc1ccc(Cl)cc1	-1	105	-5	/	-4	-11	2	100	1
O=C(Nc1ccccc1)c1cc2ccc3ccccc3c2s1	13	124	14	/	2	2	-6	107	5
COc1ccc(Cl)cc1N1C(=O)[C@@H]2C(c3cccc(OC)c3OC)=NO[C@@H]2C1=O	6	105	7	-5	5	2	-1	100	0
CCN(CC)CCn1c(SCC(=O)Nc2ccc(F)cc2)nc2c(sc3ccccc32)c1=O	-1	128	18	2	-3	24	/	103	14
COc1ccccc1NC(=O)CCNC(=O)c1ccc(C)cc1	/	101	-7	2	-10	-2	5	99	4
CCOc1ccc(-n2cc(C(=O)N3CCC(C)CC3)c3cc(OC)c(OC)cc3c2=O)cc1	-4	104	-10	16	-6	7	2	106	5
O=C(NCc1ccco1)c1ccc(CNc2c(N3CCCCC3)c(=O)c2=O)cc1	1	101	-6	16	-9	-1	5	107	-4
CCc1nc(NC(=O)Cc2csc(C)n2)sc1C(=O)OC	2	103	13	-1	-10	-14	2	101	8
CCCCC(=O)NC(=S)NNC(=O)c1ccc(OC)cc1	-3	111	-9	-20	-8	0	-5	105	3
O=c1c2ccccc2n(Cc2ccc(F)cc2)c(=O)n1C1CCCC1	0	100	-16	-7	-7	-5	2	101	1
COC(=O)c1sccc1NC(=O)COc1cccc(C)c1	-4	113	-15	/	9	4	1	107	6
c1ccc(-c2nc3ccccn3c2NC2CCCC2)nc1	0	98	0	-13	6	-1	/	101	-1
CCN(CC)S(=O)(=O)c1cc(C(=O)OCC(=O)Nc2cccc(S(=O)(=O)N(C)C)c2)ccc1F	5	103	-4	-4	13	-10	7	100	-1
C[C@@H]1CN(Cc2nc(-c3ccc(Cl)cc3)no2)C[C@H](C)O1	7	99	15	7	-12	1	5	98	-6
Cc1ccc(-c2csc(NC(=O)Cc3cccs3)n2)cc1C	4	109	24	-6	-4	-14	6	105	4
CCOC(=O)C1CCN(C(=O)c2cc3cc4ccc(OC)cc4nc3o2)CC1	3	104	8	-8	-5	-3	1	102	1
N/C(=N\OC(=O)c1ccc(Cl)c(Cl)c1)c1cccc(CSc2ccccn2)c1	2	101	-6	-18	-14	1	2	102	2
O=C(COc1ccc(N2CC(C(=O)O)CC2=O)cc1)Nc1cccc(C(F)(F)F)c1 (stereo not given)	4	99	9	12	-5	-2	-2	101	1
O=C1NC2(CCCCCC2)C(=O)N1Cc1ccc(F)cc1Cl	6	93	-1	7	-6	-4	-3	99	-8
Cc1cccc(C(=O)Nc2ccc3c(c2)nc(C)n3C)c1	3	128	12	-7	-1	0	-3	108	16
S=c1nc2c(n[nH]1)c1ccccc1n2CCc1ccccc1	10	105	7	-22	5	11	-15	109	4
O=C(NCc1ccccc1)C1CCN(S(=O)(=O)c2cc([N+](=O)[O-])ccc2Cl)CC1	1	100	-8	/	4	-7	0	126	-1
O=S(=O)(c1ccc(Cl)cc1)N1CCN=C1SCc1ccc(Cl)c(Cl)c1	6	107	-1	26	7	-4	-5	96	3
Cc1cccc(NC(=O)Nc2ccc(Oc3c(F)c(F)c(F)c(F)c3F)cc2)c1	3	111	21	-3	-7	-8	5	98	2
Cc1ccc(-c2cc(C(=O)Nc3c(C#N)cnn3C)no2)cc1	0	93	4	24	-10	3	3	97	1
O=C1OCCC1Sc1nnc(-c2cccnc2)n1-c1ccccc1F (stereo not given)	3	105	3	-8	0	-4	/	116	0
COc1cccc(C2CC(C(F)(F)F)n3ncc(C(=O)NCc4ccco4)c3N2)c1 (stereo not given)	1	94	21	14	-12	-1	4	94	-22
CCOC(=O)COc1ccc2c(=O)c(-c3ccc(OC)c(OC)c3)c(C(=O)OCC)oc2c1	1	87	10	4	-6	-3	5	88	-9
CCOc1ccc(CN(C)C(=O)CNC(=O)C2CCCCC2)cc1OC	-5	105	17	21	-6	-5	-1	102	3
CCOc1cc(/C=C/C(=O)c2ccc(O)cc2)ccc1OCC(=O)N(C)C	2	100	7	35	4	5	3	103	27
Cc1cc2nc(-c3ccc[nH]c3=O)n(Cc3cccc(F)c3)c2cc1C	4	102	19	-9	11	7	3	103	3
O=C(Cn1nc(C(F)(F)F)c2c1CCCC2)NC1CCCC1	3	99	19	17	-11	1	0	99	3
Cc1ccc(C(=O)O/N=C(\N)c2ccccn2)cc1	3	94	9	-9	-10	6	-3	99	5
C=CCNc1nc(C(=O)OCC(=O)c2ccccc2)cs1	0	107	7	22	-10	-1	-1	101	4
O=C(Nc1ccc(Br)cc1)C1CC(c2c(F)cccc2Cl)=NO1 (stereo not given)	3	99	-9	8	-16	0	3	99	0
CC1=C(C)CS(=O)N(S(=O)(=O)c2ccccc2)C1 (stereo not given)	-3	98	13	3	3	6	3	97	-2
COc1ccc(Nc2nc(NCc3ccco3)nc(N/N=C/c3ccccc3F)n2)cc1	0	94	-10	28	-3	9	3	91	-3
C=CCn1c(SCc2ccc(Cl)cc2)nc2c1c(=O)[nH]c(=O)n2C	4	95	12	12	-6	-2	-6	91	-6
Cc1ccccc1N(C(=O)c1snc(C(N)=O)c1N)C(C(=O)NC1CCCCC1)c1ccc(O)cc1 (stereo not given)	3	94	5	16	-1	-7	-4	97	-12
COc1ccc(C2=NN(C(=O)CSc3cn(C)c4ccccc34)C(c3ccc(OC)cc3)C2)cc1 (stereo not given)	5	102	-52	35	4	7	3	104	2
CCC(C)NCC(=O)Nc1ccc([N+](=O)[O-])cc1C(=O)Nc1ccccc1F (stereo not given)	1	100	16	-1	3	7	6	111	3
c1ccc2c(c1)nc(CN1CCOCC1)n1c3ccccc3nc21	10	92	24	14	1	8	-4	93	-7
CCCCCCCCC(=O)NCCOc1ccccc1	2	82	0	38	3	-9	-4	97	-5
Cc1ccnc(NS(=O)(=O)c2ccc(NC(=O)c3cc(-c4ccc(Br)cc4)nc4ccccc34)cc2)n1	5	101	18	22	5	4	1	119	-1
O=C(c1ccc(-n2c(SCc3cc(F)ccc3F)nc3ccccc3c2=O)cc1)N1CCOCC1	-12	96	-1	29	-21	-4	2	103	-2
CCc1ccc(NC(=O)N2CCN(C(=O)C3CCCO3)CC2)cc1 (stereo not given)	-3	101	19	17	6	-14	4	103	7
O=[N+]([O-])c1ccc(/C=N/N=C/c2ccc([N+](=O)[O-])o2)o1	/	103	18	9	-6	18	6	105	-1
NC(=O)c1ccc(N2CCN(c3ccccc3F)CC2)c([N+](=O)[O-])c1	4	99	-2	-7	-6	6	-1	101	3
CC(O)C1CCC2C3CC[C@H]4CC(O)CCC4(C)C3CC3(OCCO3)C12C (stereo not given in full)	-3	/	6	10	-18	6	1	/	/
Cc1ccc(S(=O)(=O)N(CC(O)CN2CCOCC2)c2cccc([N+](=O)[O-])c2)cc1 (stereo not given)	1	105	16	3	-7	-4	-2	104	2
CCc1ccc(Nc2nnc(SC3CCOC3=O)s2)cc1 (stereo not given)	-1	100	-15	23	6	5	-2	125	0
O=C(O)CC1(CC(=O)NCc2csc(-c3cccs3)n2)CCCCC1	1	102	16	30	-2	-9	-5	99	-1
O=C(c1ccoc1)N1CCC(CO)(CCc2ccccc2)CC1	-1	82	5	5	0	-7	0	81	-9
Cc1c(C)n(C)c2ccc(C(=O)NCCCN3CCCC3)cc12	3	142*	19	22	-13	13	0	102	14
CCCC(=O)c1cc(-c2nc3ccccc3n2C)n(C)c1	0	102	15	/	-5	-8	6	104	3
Cc1ccc(C(=O)N/N=C/c2sc(=O)n(Cc3cccc(C(=O)O)c3)c2Cl)cc1	-3	101	16	-3	-5	-13	-5	102	4

Further entries follow.
SMILES	IDE inh	MEKK2 WT-MEK5	SUMO HTRF inh	NALP1 yeast inh	pCIP destab	M18AAP inhibitor	IDE act	MEKK3 PB1 HTS	MEKK2mut PB1 HTS
C=C1CCC[C@]2(C)C[C@H]3OC(=O)C(CNCCN(C)C)[C@H]3CC12 (stereo not given in full)	-3	125	-5	2	1	-4	-1	104	16
COc1ccccc1NC(=O)CSCC(=O)N1c2ccccc2CCc2ccccc21	1	102	-15	19	-3	9	4	103	1
O=C(CN1CC(=O)Oc2ccccc21)OCC(=O)c1ccccc1	1	96	-49	2	-9	11	6	99	0
COCCn1c(NCc2ccccc2)nc2c1c(=O)[nH]c(=O)n2C	-1	112	22	-10	-5	-9	-1	105	17
COc1ccc(CCNC(=O)CSc2nc3ccsc3c(=O)n2CC2CCC(C(=O)O)CC2)cc1OC (stereo not given)	0	102	10	8	-5	-8	2	102	4
COc1cc(CN2CCCC(C)C2)cc([N+](=O)[O-])c1O (stereo not given)	-1	97	-28	11	-1	-6	7	101	3
O=C(c1ccc(Br)cc1)N1CCC2(CC1)NCCc1[nH]cnc12	-1	99	/	13	-2	1	-1	95	3
c1ccc(N=Nc2cn[nH]c2-c2ccco2)cc1	/	93	-4	-17	4	6	5	100	-7
C/C(=N\NC(=O)c1ccccc1)c1cccc(Br)c1	2	97	-2	-11	2	-3	0	100	-6
COc1cc(OC)c(OC)cc1CNC1CCCCCC1	-3	94	-1	/	-2	20	-3	95	3
O=S(=O)(Nc1ccc(Cc2ccncc2)cc1)c1cccs1	5	94	5	11	-10	6	-2	93	0
COc1cccc(NC(=S)NCc2cccnc2)c1	3	96	-9	17	4	1	3	107	0
O=c1oc2ccccc2c(O)c1/C=N/c1ncccn1	-3	97	10	10	1	/	3	101	0
COC(=O)/C=C1/N/C(=N\c2nc(C)cc(C)n2)N(c2ccc(C)c(C)c2)C1=O	2	104	0	39	-2	2	-2	101	6
Cc1cc(NC(=O)C2=C(O)c3ccccc3S(=O)(=O)N2C)no1	-1	98	-30	22	12	-3	3	106	4
CN(C)S(=O)(=O)c1ccc(C(=O)Nc2ccccc2OC(F)(F)C(F)F)cc1	6	112	-6	/	-11	-2	6	111	8
Clc1ccc(Cl)c(OCCCCN2CCCCC2)c1	4	107	7	4	-6	3	4	100	2
CNC(=S)N(Cc1cc2cc(C)ccc2n2nnnc12)CC(C)(C)CN(C)C	/	113	6	11	-9	-9	4	105	5
Cn1c(=O)c(=O)n(C)c2cc(S(=O)(=O)N3CCCC3C(=O)NCc3cccs3)ccc21 (stereo not given)	2	93	7	-6	5	7	0	97	-2

Complete entries as entered above:
Results for CN(C)S(=O)(=O)c1ccc(C(=O)Nc2ccccc2OC(F)(F)C(F)F)cc1 → IDE inh: 6; MEKK2 WT-MEK5: 112; SUMO HTRF inh: -6; NALP1 yeast inh: /; pCIP destab: -11; M18AAP inhibitor: -2; IDE act: 6; MEKK3 PB1 HTS: 111; MEKK2mut PB1 HTS: 8
Results for O=C(CN1CC(=O)Oc2ccccc21)OCC(=O)c1ccccc1 → IDE inh: 1; MEKK2 WT-MEK5: 96; SUMO HTRF inh: -49; NALP1 yeast inh: 2; pCIP destab: -9; M18AAP inhibitor: 11; IDE act: 6; MEKK3 PB1 HTS: 99; MEKK2mut PB1 HTS: 0
